Bioassay records: PubChem, The Scripps Research Institute Molecular Screening Center
Pf gamet viab – inhibitors of late stage P. falciparum gametocyte viability. P. falciparum stage V gametocytes, ATP luminescence, 24 h. inhibition, % at 10.9 µM. actives 0.065% (n = 150,000). AID 743093;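 active means inhibition above the mean plus 3 SD of compounds within the control limits, set per campaign, cut at about 38% in these data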;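 further: 0% = DMSO wells and 100% = medium only without gametocytes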
An asterisk follows results filed as active. This is a subset; rates above refer to the full screens.

What do the screens show for `Cc1ccc(CNC(=O)CCn2cc(-c3ccc(F)cc3)nc2-c2ccncc2)cc1`?
Pf gamet viab: 13

How did CC(=O)NS(=O)(=O)c1ccc2c(c1)Cc1cc(S(=O)(=O)NC(C)=O)ccc1-2 do in these assays?
Pf gamet viab: -9

How did O=C(O)Cc1ccc(O)cc1 do in these assays?
Pf gamet viab: -7

Results for COc1cc(/C=C/C(=O)c2ccc3c(c2)OCCO3)cc(OC)c1OC ?
Pf gamet viab: -7

How did Oc1ccc(Cl)cc1CNc1nccs1 do in these assays?
Pf gamet viab: -2

What do the screens show for `C[C@@H]1CN([C@@H](C)CO)C(=O)Cc2cc(NC(=O)Nc3cccc4ccccc34)ccc2O[C@@H]1CN(C)S(C)(=O)=O`?
Pf gamet viab: 15

What do the screens show for `C/C(=C/c1ccccc1)C(=O)N1CCN(c2ccccc2)CC1`?
Pf gamet viab: 6

Results for COc1ccccc1C(NC(C)=O)c1c(O)ccc2ccc(O)cc12 (stereo not drawn) ?
Pf gamet viab: 2

Results for CCOC(=O)C1=C(C)N(CCCC(=O)O)C(=O)NC1c1cccc(OC)c1 (stereo not drawn) ?
Pf gamet viab: 8

How did COc1ccc2c(c1)[C@H]1[C@H](CO2)[C@H](c2ccccc2)[C@]2(C)C(=O)Nc3cc(C)ccc3C(=O)N12 do in these assays?
Pf gamet viab: -3

Results for C[C@H](CO)N1C[C@H](C)[C@@H](CN(C)Cc2ccccc2)Oc2c(NC(=O)Cc3ccccc3)cccc2C1=O ?
Pf gamet viab: -4

How did Cc1ccc(NC(=O)c2nc[nH]c2C(=O)NCCN(CCNC(=O)c2[nH]cnc2C(=O)Nc2ccc(C)cc2)CCNC(=O)c2[nH]cnc2C(=O)Nc2ccc(C)cc2)cc1 do in these assays?
Pf gamet viab: 8

Results for CCOc1ccc2[nH]c(=O)c(CN(CC3COCCO3)C(=O)c3ccco3)cc2c1 (stereo not drawn) ?
Pf gamet viab: -17

What do the screens show for `O=C(Oc1ccccc1)N1CCOCC1`?
Pf gamet viab: 14

What do the screens show for `Cc1c(NC(=O)Nc2cc(F)c(F)cc2Cl)c(=O)n(-c2ccccc2)n1C`?
Pf gamet viab: 8

Results for COc1ccc(Nc2nc(N3CCN(S(C)(=O)=O)CC3)nc3ccccc23)c(OC)c1 ?
Pf gamet viab: -15

What do the screens show for `COc1ccc(N2C(=O)CC(N3CCN(c4ccccc4OC)CC3)C2=O)cc1` (stereo not drawn)?
Pf gamet viab: 4

How did CCc1cc2c(=O)n(-c3ccccc3)c(SCC(=O)O)nc2s1 do in these assays?
Pf gamet viab: 10

Results for O=C(CNCc1ccccc1)NC1C2CC3CC(C2)CC1C3 (stereo not drawn) ?
Pf gamet viab: -13

How did [N-]=[N+]=NC1c2ccccc2C(=O)N1Cc1ccccc1 (stereo not drawn) do in these assays?
Pf gamet viab: 9

How did CS(=O)(=O)Nc1ccc(-c2ccc(/C=C3\SC(N)=NC3=O)o2)cc1 do in these assays?
Pf gamet viab: -3

Results for C#CCOCCOCCOCCNc1nc(N2CCN(C(=O)CCCCCCCCCCNC(=O)Cn3cc(C[C@@H](C)O)nn3)CC2)nc(N2CCN(C(=O)CCCCCCCCCCNC(=O)[C@H](CCCCN)n3cc(CCCC(=O)O)nn3)CC2)n1 ?
Pf gamet viab: 27

How did COc1cccc(CCC(=O)N(C)C2CCCN(Cc3ccccc3F)C2)c1 (stereo not drawn) do in these assays?
Pf gamet viab: 14

What do the screens show for `COc1cc(OC)c(OC)cc1/C=N/n1c(C)nc2ccccc2c1=O`?
Pf gamet viab: -15

How did CCN(CC)S(=O)(=O)c1ccc(NC(=O)c2cnc(C)cn2)cc1 do in these assays?
Pf gamet viab: -2

Results for COc1ccc(CN2CCC(Cc3ccccc3)CC2)c(C)c1C ?
Pf gamet viab: 0

Results for [N-]=[N+]=NCCN1CCN(Cc2ccccc2)CCC1=O ?
Pf gamet viab: -13

How did Cc1cccc([C@@H]2[C@@H]3C(=O)N(Cc4ccccc4)C(=O)[C@@H]3[C@]3(Cc4ccccc4)C(=O)N(c4ccccc4)C(=O)N23)c1 do in these assays?
Pf gamet viab: 1

What do the screens show for `Cc1nnc(SCCn2c(N(C)Cc3ccccc3)nc3c2c(=O)n(C)c(=O)n3C)s1`?
Pf gamet viab: -9

Results for Cc1ccc(C(=O)Nc2ccncc2)cc1[N+](=O)[O-] ?
Pf gamet viab: 28

How did Cc1cccc(N2C(=O)c3cccc4cccc(c34)C2=O)c1 do in these assays?
Pf gamet viab: -2

How did COc1ccc(C(=O)NCCSc2ccccc2C)cc1 do in these assays?
Pf gamet viab: 3

What do the screens show for `COC(=O)N1C(=O)[C@](c2ccccc2)(C2CCCCC2)N1C(=O)OC`?
Pf gamet viab: 28

Results for COc1cc(CNCc2cccc3ccccc23)cc(OC)c1 ?
Pf gamet viab: -8

What do the screens show for `O=S1(=O)NC(c2ccccc2)CC(CC2CCCCC2)O1` (stereo not drawn)?
Pf gamet viab: 6

What do the screens show for `O=C(c1ccc(Cl)cc1)c1ccc(Oc2cc(NN3CCCCC3)c([N+](=O)[O-])cc2[N+](=O)[O-])cc1`?
Pf gamet viab: 22

How did CSc1ncc(Sc2ccccc2)c(C(=O)O)n1 do in these assays?
Pf gamet viab: 14

Results for COc1ccc(OC)c(NC(=O)Cn2nc(C)c3ccccc3c2=O)c1 ?
Pf gamet viab: 17

How did COc1cc(NS(=O)(=O)c2ccc(NC(=S)NC(C)=O)cc2)nc(OC)n1 do in these assays?
Pf gamet viab: -27

How did COc1ccc(-c2c(-c3cc(OC)cc(OC)c3)n(C)c3ccc(-c4ccc(S(N)(=O)=O)cc4)cc23)cc1 do in these assays?
Pf gamet viab: -6

How did O=C(N[C@H]1CCC(=O)N([C@H](CSc2ccccc2)Cc2ccccc2)CC1)OCc1ccccc1 do in these assays?
Pf gamet viab: -32

What do the screens show for `COc1ccc(CN2CC[C@H]3C=CC[C@@H](C(=O)Nc4ccc(Cl)c(C(F)(F)F)c4)[C@H]3C2=O)cc1OC`?
Pf gamet viab: -23

How did COc1ccc(Cn2c(-c3ccccc3C)nc3c(c(=O)c4ccccc4n3C)c2=O)cc1 do in these assays?
Pf gamet viab: 18

Results for O=C(Nc1nccs1)c1ccc(COc2ccccc2)o1 ?
Pf gamet viab: 11

Results for Nc1ccc(S(=O)(=O)NC(Cc2ccccc2)C(=O)O)cc1 (stereo not drawn) ?
Pf gamet viab: -3

What do the screens show for `Cc1ccc(NC(=O)Cn2c(=O)oc3ccccc32)c(C)c1`?
Pf gamet viab: -6

How did O=C1[C@H]2[C@@H](c3ccc(F)cc3)N3C(=O)N(c4ccc(Br)cc4)C(=O)[C@@]3(Cc3ccccc3)[C@H]2C(=O)N1C1CCCCC1 do in these assays?
Pf gamet viab: 12

Results for CCN(CC)C(=O)c1[nH]cnc1C(=O)N[C@@H](C)c1ccccc1 ?
Pf gamet viab: -20

What do the screens show for `C#CCNC(=O)C1=C[C@H](C(C)(C)C)C[C@H](OCCCCO)O1`?
Pf gamet viab: 16

How did COc1cc(NC(=O)CSCc2ccc(Cl)cc2Cl)c(C(=O)O)cc1OC do in these assays?
Pf gamet viab: -5

How did COc1cc(OC)cc(-c2c(-c3cccs3)c3cc(-c4ccc5[nH]ccc5c4)ccc3n2C)c1 do in these assays?
Pf gamet viab: -8

How did CN(C)c1cccc(-c2csc(N3CCC(C(N)=O)CC3)n2)c1 do in these assays?
Pf gamet viab: -12

Results for COc1ccc(OC)c(C(=O)NC(CC(N)=O)c2ccc(NCCOc3ccccc3)c([N+](=O)[O-])c2)c1 (stereo not drawn) ?
Pf gamet viab: 30

Results for CCOc1ccccc1NC(=O)c1ccc(CN2CCc3ccccc3C2)cc1 ?
Pf gamet viab: -21

What do the screens show for `C[C@H]1CN(S(=O)(=O)c2ccc3c(c2)OCCO3)CCN1S(=O)(=O)c1c(F)cccc1F`?
Pf gamet viab: 2

How did CCN1C(=O)[C@H]2[C@@H](c3ccc(-c4ccc(C(C)=O)cc4)cc3)N3CCC[C@@]3(C(=O)OC)[C@H]2C1=O do in these assays?
Pf gamet viab: 2

Results for Cc1[nH]n(-c2ccccc2)c(=O)c1N=Nc1c(O)cc(S(=O)(=O)N(C)C)c2ccccc12 ?
Pf gamet viab: 19

How did Cc1ccc(NC(=O)O/N=C/c2ccc(Br)cc2)cc1 do in these assays?
Pf gamet viab: 6

Results for COC(=O)[C@H](CC(C)C)NS(=O)(=O)c1ccccc1 ?
Pf gamet viab: -8

Results for OCC[C@H]1C[C@@H](O)[C@H](O)[C@]2(Cc3ccccc3CCO2)O1 ?
Pf gamet viab: -10

Compounds listed so far that have a furan ring, fused or not, in the order listed:
Results for CCOc1ccc2[nH]c(=O)c(CN(CC3COCCO3)C(=O)c3ccco3)cc2c1 (stereo not drawn) ?
Pf gamet viab: -17

How did CS(=O)(=O)Nc1ccc(-c2ccc(/C=C3\SC(N)=NC3=O)o2)cc1 do in these assays?
Pf gamet viab: -3

Results for O=C(Nc1nccs1)c1ccc(COc2ccccc2)o1 ?
Pf gamet viab: 11

New compounds follow.
How did COc1ccc(-c2noc3c2-c2nc(-c4cccc(C)c4)sc2CC3)cc1 do in these assays?
Pf gamet viab: 16

What do the screens show for `C=CCC1NS(=O)(=O)OC(CCc2ccccc2)C1O` (stereo not drawn)?
Pf gamet viab: -5

Results for N#C[C@]1(S(=O)(=O)c2ccccc2)C[C@@H]2ON=C(c3cccc(Br)c3)[C@@H]2C1 ?
Pf gamet viab: -11

How did CC(C)(C)c1ccc(/C=C(\C#N)C(=O)NC2CC2)cc1 do in these assays?
Pf gamet viab: 9

What do the screens show for `O=S(=O)(Nc1cc(F)ccc1F)c1cccc2nsnc12`?
Pf gamet viab: 14

What do the screens show for `CC(C)(C)OC(=O)NCCCC[C@H](NC(=O)c1[nH]cnc1C(=O)N[C@@H](Cc1ccccc1)C(=O)OCc1ccccc1)C(=O)OC(C)(C)C`?
Pf gamet viab: -15

How did C[C@@]12C(=O)N(c3cccc(F)c3)C(=O)N1[C@H](c1ccc(Cl)cc1)[C@@H]1C(=O)N(C3CCCCC3)C(=O)[C@@H]12 do in these assays?
Pf gamet viab: -20

What do the screens show for `Cc1ccc(S(=O)(=O)/N=c2\scc(C)n2C)cc1`?
Pf gamet viab: -1

What do the screens show for `O=[S@]1Oc2ccccc2-c2ccccc21`?
Pf gamet viab: -4

Results for O=C(NC1CCCCC1)[C@@H]1CC=C[C@@H]2CCN(C3CCCCC3)C(=O)[C@@H]21 ?
Pf gamet viab: 4

How did CCOC(=O)C1(Cc2cccc(Cl)c2)CCCN(C(=O)C(C)(C)C)C1 (stereo not drawn) do in these assays?
Pf gamet viab: -13

How did CN(CCCCCCN(C)Cc1ccccc1O)Cc1ccccc1O do in these assays?
Pf gamet viab: 7

Results for O=C(C[C@@H]1C/C=C\CCCC(=O)OC[C@@H](c2ccccc2)NC1=O)NCCO ?
Pf gamet viab: 5

Results for NC1=C([N+](=O)[O-])C(c2ccc3c(c2)OCO3)C2=C(CCCC2=O)O1 (stereo not drawn) ?
Pf gamet viab: 6

How did COC(=O)c1ccccc1NC(=O)CN(c1c(C)cccc1C)S(C)(=O)=O do in these assays?
Pf gamet viab: -25

What do the screens show for `Cc1nc2cc(-c3ccccc3)[nH]n2c(=O)c1C`?
Pf gamet viab: 7

Results for COc1ccc(OCc2cc(=O)[nH]c3ccccc23)cc1 ?
Pf gamet viab: 0

How did CCCC(=O)Nc1ccc(-c2nc3ncccc3o2)cc1 do in these assays?
Pf gamet viab: -6

Results for O=C1N[C@@H](c2ccccc2)COC(=O)[C@H](Cc2ccc(F)cc2)C/C=C\C[C@@H]1CC(=O)N(CCO)Cc1ccccc1 ?
Pf gamet viab: 4

What do the screens show for `CCOc1cc(C(=S)N2CCOCC2)ccc1OC(=O)c1ccc(C)cc1`?
Pf gamet viab: 16

Reprinted from the part before: 6 compounds; new compounds follow.
How did COC(=O)c1ccccc1NC(=O)CN(c1c(C)cccc1C)S(C)(=O)=O do in these assays?
Pf gamet viab: -25

What do the screens show for `Cc1nc2cc(-c3ccccc3)[nH]n2c(=O)c1C`?
Pf gamet viab: 7

Results for COc1ccc(OCc2cc(=O)[nH]c3ccccc23)cc1 ?
Pf gamet viab: 0

How did CCCC(=O)Nc1ccc(-c2nc3ncccc3o2)cc1 do in these assays?
Pf gamet viab: -6

Results for O=C1N[C@@H](c2ccccc2)COC(=O)[C@H](Cc2ccc(F)cc2)C/C=C\C[C@@H]1CC(=O)N(CCO)Cc1ccccc1 ?
Pf gamet viab: 4

What do the screens show for `CCOc1cc(C(=S)N2CCOCC2)ccc1OC(=O)c1ccc(C)cc1`?
Pf gamet viab: 16

Results for Clc1ccc(C#Cc2cccnc2)cc1 ?
Pf gamet viab: -4

How did Cc1ccccc1Nc1c([N+](=O)[O-])cncc1[N+](=O)[O-] do in these assays?
Pf gamet viab: -9

What do the screens show for `CC1(c2nnc(Cc3ccccc3)o2)CC(c2ccccc2)=NO1` (stereo not drawn)?
Pf gamet viab: -6

What do the screens show for `O=C(O)c1ccccc1NCc1cccnc1`?
Pf gamet viab: -12

Results for O=C(NCc1ccccc1)c1cc2ccccc2oc1=O ?
Pf gamet viab: 4

Results for COC(=O)C[C@H]1c2cc(C(F)(F)F)ccc2S(=O)(=O)N1C1CCCC1 ?
Pf gamet viab: -10

What do the screens show for `COc1ccc(S(=O)(=O)Nc2cccnc2)c(C)c1C`?
Pf gamet viab: 10

How did COC(=O)C1=C(C)N(CCCC(=O)O)C(=O)NC1c1ccc(C(F)(F)F)cc1 (stereo not drawn) do in these assays?
Pf gamet viab: -29

How did O=S1(=O)N=C(c2ccccc2)c2ccccc21 do in these assays?
Pf gamet viab: 13

What do the screens show for `COc1ccc(Cl)cc1C(=O)NCCN1CCOCC1`?
Pf gamet viab: -9

How did COc1ccc(/C=N/Nc2nc(-c3ccc(C)cc3)c(C#N)c(=O)[nH]2)cc1 do in these assays?
Pf gamet viab: -35

How did O=C(NCCNS(=O)(=O)c1ccccc1)c1ccc([N+](=O)[O-])cc1 do in these assays?
Pf gamet viab: 10

What do the screens show for `Cc1cc(C)nc(SCC(=O)c2ccc(F)cc2)n1`?
Pf gamet viab: 9

Results for Cc1cccc2c(N=NC(=O)C(C)n3cnc4ccccc4c3=O)c(O)[nH]c12 (stereo not drawn) ?
Pf gamet viab: 8

Results for CN1CCc2c1nc1ccccc1c2N (tested in a mixture with another compound) ?
Pf gamet viab: -12
